ANO1 activ – TMEM16A chloride channel activators or potentiators, primary screen, cell-based, HTS; HEK293 TMEM16A/YFP-H148Q/I152L, iodide quench fluorescence; stronger effect = lower value; B-score at 10 µM; actives 0.3% (n = 340,000); Anoctamin-1 (Mus musculus), Q8BHY3;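 active = fluorescence-ratio B-score plate-corrected deviation score at least 3 library SD below zero, with starting fluorescence score within 5 deviations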;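 also: channel opened by trigger with iodide after compound preincubation; score built on the fluorescence ratio of max minus min over baseline; more negative score means more quench and so TMEM16A activation or potentiation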
Target sequence (Q8BHY3 whole entry, looked up): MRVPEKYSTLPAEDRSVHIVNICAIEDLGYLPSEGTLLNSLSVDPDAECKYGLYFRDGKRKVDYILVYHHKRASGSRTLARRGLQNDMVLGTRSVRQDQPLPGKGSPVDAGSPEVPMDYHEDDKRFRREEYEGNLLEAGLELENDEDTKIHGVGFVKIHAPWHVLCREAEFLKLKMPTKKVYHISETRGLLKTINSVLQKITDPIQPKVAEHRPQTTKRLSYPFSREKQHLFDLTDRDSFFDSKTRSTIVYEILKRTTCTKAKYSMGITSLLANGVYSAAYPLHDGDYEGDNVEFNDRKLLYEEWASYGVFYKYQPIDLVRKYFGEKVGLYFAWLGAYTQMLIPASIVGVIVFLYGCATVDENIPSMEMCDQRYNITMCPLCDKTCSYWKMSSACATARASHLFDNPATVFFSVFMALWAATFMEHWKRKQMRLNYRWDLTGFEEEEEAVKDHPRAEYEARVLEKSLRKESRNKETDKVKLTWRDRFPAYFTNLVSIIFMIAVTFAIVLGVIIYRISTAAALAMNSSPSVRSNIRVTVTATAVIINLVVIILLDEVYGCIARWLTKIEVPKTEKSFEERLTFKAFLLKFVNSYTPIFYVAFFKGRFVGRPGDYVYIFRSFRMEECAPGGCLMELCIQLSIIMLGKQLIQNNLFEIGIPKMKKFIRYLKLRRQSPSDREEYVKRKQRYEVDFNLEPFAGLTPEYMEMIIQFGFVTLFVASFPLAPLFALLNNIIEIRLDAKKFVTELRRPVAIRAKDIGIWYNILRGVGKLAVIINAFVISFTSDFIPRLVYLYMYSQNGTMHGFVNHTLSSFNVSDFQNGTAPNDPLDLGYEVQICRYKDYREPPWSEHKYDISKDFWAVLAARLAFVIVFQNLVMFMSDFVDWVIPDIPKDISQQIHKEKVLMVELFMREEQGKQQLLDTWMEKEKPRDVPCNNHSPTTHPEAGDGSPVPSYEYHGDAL
KCNQ1 block – inhibitors of human KCNQ1 channel, primary screen, cell-based, thallium flux, high-throughput; Potassium voltage-gated channel subfamily KQT member 1 (Homo sapiens), P51787; CHO-K1 KCNQ1, FluxOR thallium flux fluorescence; stronger effect = higher value; B-score at 10 µM; actives 1.3% (n = 310,000);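 active = compounds whose thallium flux B-score, printed positive for inhibition, exceeds three library SD while starting fluorescence stays within three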;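 also: channel opened by potassium depolarization with thallium stimulus after 20 min compound exposure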
hERG protect – hERG rescue from dofetilide block, primary screen, cell-based, CHO-hERG, FluxOR thallium flux, dofetilide IC70; Voltage-gated inwardly rectifying potassium channel KCNH2 (Homo sapiens), Q12809; dofetilide IC70 present; activation (rescue from dofetilide block), less the hit threshold, % at 10 µM; actives 0.51% (n = 310,000); AID 1511, 2009;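 active = activation above the mean of controls blocked by dofetilide plus 5 SD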;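 also: thallium influx through hERG after potassium depolarization seen as dye fluorescence rise; in these data hits start at about 4.7%; inactives centre near -7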
SKKanGAS inh – S. pyogenes SKKanGAS growth inhibitors in kanamycin, primary screen, streptokinase expression inhibitor project, SKKanGAS strain, BacTiter-Glo luminescence | actives 1.3% (n = 300,000) | inhibition, % at 7.5 µM | 6 h;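 active = mean replicate score, as percent of positive control median, at least 50; inconclusive = mean below 50 but one replicate at or above 50; inactive = mean and every replicate below 50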;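 also: strain carries kanamycin resistance gene driven by streptokinase promoter and grows in 40 µg/ml kanamycin; loss of luminescence reflects streptokinase promoter inhibition or plain growth inhibition; 0% = median of DMSO wells and 100% = positive control at its reference dose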
RGS4 pot – RGS4 potentiators or activators, primary screen, cell-based, HEK293 M3R inducible RGS4, calcium flux; carbachol calcium flux Fluo4; stronger effect = lower value; B-score at 10 µM; actives 0.92% (n = 310,000); AID 463111, 2010;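 active = B-score of the integrated calcium signal more than 4 SD below the library mean, with starting fluorescence not abnormally high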;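 also: negative B-score means reduced calcium response which marks RGS4 activation or potentiation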
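Material: Inducible-RGS4 HEK293 cells carrying M3 receptor; also added: carbachol at ECmax as muscarinic agonist stimulus; incubation: compound preincubation 20 min at room temperature before agonist; signal: Fluo4-AM (2 µM) calcium-flux fluorescence, kinetic read; measure: integrated calcium ratio converted to B score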
KCNK9 block – KCNK9 potassium channel inhibitors, primary screen, HEK293 cells, thallium flux | Potassium channel subfamily K member 9 (Homo sapiens), Q9NPC2 | FluxOR thallium flux fluorescence; stronger effect = lower value | B-score at 10 µM | actives 1.2% (n = 310,000) | AID 488922, 2010;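 active = ratio B-score over 3 SD below the library mean, with starting fluorescence within 5 SD of its mean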;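 also: negative B-score means less thallium flux so channel inhibition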
ANO1 block – TMEM16A chloride channel inhibitors, primary screen, cell-based, HTS. actives 1.2% (n = 310,000). Anoctamin-1 (Mus musculus), Q8BHY3. HEK293 TMEM16A/YFP iodide influx fluorescence, ionomycin. normalized B-score (activity score, 25-100; higher = stronger inhibition) at 10 µM;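 active = ratio plate-corrected score three or more library SD toward inhibition, starting fluorescence score within five deviations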;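 also: score derived from kinetic fluorescence span divided by baseline fluorescence per well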
KCNQ1 pot – potentiators or activators of KCNQ1 channel, primary screen, cell-based, thallium flux, high-throughput; Potassium voltage-gated channel subfamily KQT member 1 (Homo sapiens), P51787; CHO-K1 KCNQ1, thallium flux FluxOR fluorescence; stronger effect = higher value; B-score at 10 µM; actives 0.35% (n = 310,000); AID 2648, 2010;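 active = fluorescence ratio B-score, a plate-corrected score, at least three library SD, with initial intensity B-score within 5 SD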
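Assay system: stable KCNQ1 CHO-K1 line; medium: assay buffer, equal DMSO in all wells; timing: 90 min dye loading and 20 min compound exposure, both at room temperature; technique: kinetic FluxOR thallium fluorescence, 10-s 1-Hz baseline, 110-s post-stimulus read; read-out basis: B score of baseline-normalized fluorescence ratio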
KCNK3 inh – human KCNK3 channel inhibitors, primary screen, CHO cells, FluxOR thallium flux, B-score | Potassium channel subfamily K member 3 (Homo sapiens), O14649 | FluxOR fluorescence; stronger effect = lower value | B-score at 10 µM | actives 0.84% (n = 340,000) | AID 602410, 2012;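 active = B-score under library mean minus 4 SD, starting fluorescence ratio at most library mean plus 5 SD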;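 also: more negative B-score means stronger inhibition of thallium flux through KCNK3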
RGS4 inh – RGS4 inhibitors, primary screen, cell-based, HEK293 M3R inducible RGS4, calcium flux; AID 463165, 2010; actives 0.45% (n = 310,000); Regulator of G-protein signaling 4 (Homo sapiens), P49798; Fluo-4 calcium flux; stronger effect = higher value; triggered by carbachol at its EC20; B-score at 10 µM;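 active = B-score, a plate-corrected calcium signal, over three deviations above library mean, with baseline fluorescence within five deviations of library mean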;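 also: RGS4 expression induced by doxycycline in cells with stable M3 receptor; B-score is computed from the integrated fluorescence ratio over baseline after carbachol; higher B-score means a larger calcium signal and so more RGS4 inhibition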
HDAC3 inh – HDAC3 deacetylase inhibitors, primary screen, biochemical, fluorescence, cell-free homogeneous; inhibition, % at 8.3 µM; recombinant HDAC3, fluorogenic peptide/trypsin coupled; AID 2718, 2010; actives 0.15% (n = 320,000); in the data active = inhibition above about 26%, passing the limit was not always enough; inconclusive = no clear call, values can overlap the other calls
The depositor's hits bear a star; i = inactive; ? = inconclusive; / = no result given.

The line under a structure holds: SKKanGAS inh | KCNK3 inh | hERG protect | KCNQ1 pot | RGS4 pot | KCNK9 block | RGS4 inh | ANO1 activ | ANO1 block | KCNQ1 block | HDAC3 inh
> Cc1ccc(C(=O)CCC(=O)N2CCC(C(N)=O)CC2)cc1
→ 15 | i | -1 | i | i | i | i | i | i | i | -8
> Cc1ccccc1C(=O)NC(=S)N(C)C1CCCCC1
→ ? | i | -4 | i | i | i | i | i | i | i | 3
> Cc1ccc(Cn2nnc3c(=O)[nH]c(C4CCN(S(=O)(=O)c5cc(C)ccc5C)CC4)nc32)cc1
→ ? | i | -8 | i | i | i | i | i | i | i | ?
> Cc1ccc(S(=O)(=O)N2CCN(C(=O)c3ccccc3Cc3ccccc3)CC2)c(C)c1
→ 23 | i | -7 | i | i | i | i | i | i | i | 8
> NC12CCc3c(no[n+]3[O-])C1(O)CC(c1ccccc1)=[N+]2[O-] (stereo not given)
→ -3 | i | -3 | i | i | i | i | i | i | i | /
> COc1ccc(-c2ccc(C)cc2)cc1[C@H]1[C@@H]2C=CCC[C@@]2(C)C(=O)N1Cc1ccccc1
→ 41 | i | -11 | i | i | i | i | i | i | i | -4
> C=CCc1ccc(OCC(O)CN2CCC(Cc3ccccc3)CC2)c(OC)c1 (stereo not given)
→ 3 | i | -20 | i | i | i | i | i | i | i | 9
> Nc1nc(-c2ccc(-n3nncc3-c3ccco3)cc2)cs1
→ 3 | / | -5 | i | i | i | i | / | i | i | 3
> CC(C)C(=O)Nc1ccc(Cl)cc1-c1nc2ccccc2[nH]c1=O
→ -1 | i | -3 | i | i | i | i | i | i | i | 0
> Cc1c(C(=O)NC2CCCc3ccccc32)oc2ccccc12 (stereo not given)
→ 46 | i | -6 | i | i | i | i | i | i | i | -4
> COc1ccc2[nH]c(C(=O)N/N=C/c3ccc(O)cc3O)cc2c1
→ -4 | i | -11 | i | i | i | i | i | i | i | 1
> CN1CCN(CC#CCC2(O)c3ccccc3-c3ccccc32)CC1
→ -1 | i | -6 | i | i | i | i | i | i | i | -1
> Fc1ccccc1-c1nc2c(s1)CCc1onc(-c3ccc(Br)cc3)c1-2
→ 11 | i | -1 | i | i | i | i | i | i | i | -7
> O=C(CCNS(=O)(=O)c1cccs1)NC1CCN(Cc2ccccc2)CC1
→ 2 | i | -8 | i | i | i | i | i | i | i | -4
> O=Cc1cn(-c2ccccc2)nc1-c1ccncc1
→ -2 | i | 4 | i | i | i | i | i | i | i | 4
> Cc1ccc(NC(=O)C2CCN(S(=O)(=O)c3ccc4[nH]c(=O)oc4c3)CC2)cc1F
→ -4 | i | -19 | i | i | i | i | i | i | i | 11
> Nc1nonc1-c1nc2ccccc2n1Cc1ccccc1
→ 10 | i | -2 | i | i | i | i | i | i | i | 5
> CCN(CC)c1ccc(NC(=O)C2=CCN(S(=O)(=O)c3ccc(F)cc3)CC2)c(C)c1
→ 1 | i | 1 | i | i | i | i | i | i | i | 11
> COc1cc(OC)c(C2=NOC(C(=O)Nc3cc(C)nn3-c3ccccc3)C2)cc1Cl (stereo not given)
→ 0 | i | -12 | i | i | i | i | i | i | i | 0
> Cc1cc(C)cc(NC(=S)/C(=C(\[O-])c2ccc(Cl)cc2Cl)[n+]2ccc(C(C)(C)C)cc2)c1
→ 0 | i | -6 | i | i | i | i | i | i | i | -5
> COCCNCC(=O)Nc1ccccc1Sc1ccccc1
→ -2 | i | -3 | i | i | i | i | i | i | i | -2
> Cc1cc(Oc2ncccc2[N+](=O)[O-])c2cc(Cl)ccc2n1
→ 0 | i | -7 | i | i | i | i | i | i | i | -1
> COc1ccc(CCNC(=S)NC(=O)c2ccccc2)cc1OC
→ -9 | i | -4 | i | i | i | i | i | i | i | -17
> CCC(C(=O)NCc1ccco1)N(C(=O)CNS(=O)(=O)c1ccccc1)c1ccc(OC)cc1 (stereo not given)
→ 0 | i | -13 | i | i | i | i | i | 25* | i | -9
> COCCNC(=O)c1ccc(C(=O)NCCOC)s1
→ -7 | i | -3 | i | i | i | i | i | i | i | -10
> CC(=O)C1C(=O)c2c(cccc2[N+](=O)[O-])C1=Nc1ccc(S(N)(=O)=O)cc1 (stereo not given)
→ 0 | i | -7 | i | i | i | i | i | i | i | 2
> CCN(CC)c1ccc(/C=N/N2C(C)CCCC2C)c(O)c1 (stereo not given)
→ 27 | i | -8 | i | i | i | i | i | i | i | 10
> Cc1ccc(C(C2C(=O)CC(C)(C)CC2=O)C2C(=O)CC(C)(C)CC2=O)s1
→ 0 | i | -7 | i | i | i | 25* | i | i | i | 1
> CC(=O)N1CCN(S(=O)(=O)c2cccc(C(=O)Nc3ccc(OC(F)F)cc3)c2)CC1
→ -2 | i | -9 | i | i | i | i | i | i | i | 8
> CC(Cc1ccccc1)NC(=O)CN1C(=O)c2ccccc2S1(=O)=O (stereo not given)
→ -2 | i | -6 | i | i | i | i | i | i | i | -4
> O=C(CN1C(=O)NC2(CCCCCC2)C1=O)NCc1ccco1
→ 0 | i | -3 | i | i | i | i | i | i | i | 0
> CCOC(=O)Cn1c(=O)oc2cc(S(=O)(=O)NC(C)(C)CC)ccc21
→ -1 | i | -7 | i | i | i | i | i | i | i | 2
> C/C(=N\N1C(=O)c2ccccc2NC1c1ccco1)c1ccccc1O (stereo not given)
→ -7 | i | -13 | i | i | i | i | i | i | i | 5
> CC(C)c1ccc(NC(=O)COC(=O)[C@H](CCC(N)=O)NC(=O)c2ccc(F)cc2)cc1
→ -11 | i | -9 | i | i | i | i | i | i | i | 9
> CSCCC(NC(=O)c1ccccc1)C(=O)O (stereo not given)
→ -1 | i | -8 | i | i | i | i | i | i | i | -3
> O=C(Cc1cccs1)N1CCCC(c2nc3c(nnn3Cc3cccc(Cl)c3)c(=O)[nH]2)C1 (stereo not given)
→ 6 | i | -17 | i | i | i | i | i | i | i | 2
> Cn1c(SCc2ccccc2F)nnc1-c1ccccn1
→ -2 | i | -6 | i | i | i | i | i | i | i | 0
> CC(O)[C@H]1CNCCN1CCc1cc(C(F)(F)F)cc(C(F)(F)F)c1 (stereo not given in full)
→ 6 | i | -6 | i | i | i | i | i | i | i | -4
> COc1cc(/C=C2\C(=N)N3N=C(S(C)(=O)=O)SC3=NC2=O)ccc1OS(=O)(=O)c1ccccc1
→ 36 | / | -21 | i | i | i | i | / | i | i | 3
> CCOC(=O)c1c(-c2ccccc2)csc1NC(=O)C1CCCO1 (stereo not given)
→ 2 | i | -1 | i | i | i | i | i | i | i | 10
> CC(=O)c1c(C)[nH]c(C(=O)OCC(=O)Nc2cccc(S(=O)(=O)N3CCCC3)c2)c1C
→ 2 | i | -9 | i | i | i | i | i | i | i | 0
> CCOC(=O)c1c(NC(=O)CSc2nnnn2C)sc(CC)c1C
→ -15 | i | -3 | i | i | -6.8* | i | i | i | i | ?
> COc1ccc(/C=N/NC(=O)C(=O)N2CCCC2)cc1OC
→ -1 | i | -4 | i | i | i | i | i | i | i | /
> CCNC(=S)N/N=C(\C)c1cccc([N+](=O)[O-])c1
→ -2 | i | -3 | i | i | i | i | i | i | i | 7
> CCOCCCNC(=O)c1ccc2c(c1)N=C(CC)c1cc(Br)ccc1S2
→ 14 | i | -8 | i | i | i | i | i | i | i | 6
> COCCCN1C(=O)c2ccc(C(=O)OCC(=O)NCc3ccccc3OC)cc2C1=O
→ 15 | i | -12 | i | i | i | i | i | i | i | -3
> COC(=O)/C(C#N)=C/c1c(Oc2cccc(C)c2)nc2ccccn2c1=O
→ 1 | i | -11 | i | i | i | i | i | i | i | 4
> COC(=O)c1[nH]c2ccc(Cl)cc2c1NC(=O)CCN1CCOCC1
→ -2 | i | -6 | i | i | i | i | i | i | i | -11
> O=C(O)C1CCN(C(=O)COc2ccc3c(c2)oc(=O)c2ccccc23)CC1
→ 2 | i | -8 | i | i | i | i | i | i | i | -68
> Cc1ccc(C(=O)N(CN2CCCC2=O)c2ccccc2)cc1
→ -1 | i | -11 | i | i | i | i | i | i | i | -2
> Cc1oc(-c2cc(Cl)cc(Cl)c2)cc1C(=O)NCCc1ccccc1
→ 51* | i | -10 | i | i | i | i | i | i | i | 0
> CCCn1c(C(O)c2cccc(OC)c2)nc2ccccc21 (stereo not given)
→ 3 | i | -2 | i | i | i | i | i | / | i | /
> CC(=O)c1ccc(N2CCN(C(=O)/C=C/c3ccc4ccccc4n3)CC2)cc1
→ 10 | i | -22 | i | i | i | i | i | i | i | 7
> C/C(=N\NC(=O)CCc1ccc(S(=O)(=O)N2CCOCC2)cc1)c1ccccc1Cl
→ 1 | i | -11 | i | i | i | i | i | i | i | 6
> CCC(C)(C)NC(=O)CN(Cc1ccc2c(c1)OCO2)C(=O)CCC(=O)Nc1ccccn1
→ -4 | i | -4 | i | i | i | i | i | i | i | 9
> COc1cc(CCC(=O)OCC(=O)Nc2ccc(F)cc2F)cc(OC)c1OC
→ -2 | i | -2 | i | i | i | i | i | i | i | 1
> NC(=S)Nc1cccc2[nH]ccc12
→ 2 | i | -10 | i | i | i | i | i | i | i | 2
> O=C1c2ccccc2C(Nc2ccc3c(c2)OCO3)N1Cc1ccc2c(c1)OCO2 (stereo not given)
→ 3 | i | -7 | i | i | i | i | i | i | i | 2
> O=C(CC1(O)C(=O)Nc2ccccc21)c1ccc(-n2cnnn2)cc1 (stereo not given)
→ 0 | i | -4 | i | i | i | i | i | i | i | ?
> COCC(CN1CCN(C2=NS(=O)(=O)c3ccccc32)CC1)OC(=O)c1ccc(OC)cc1 (stereo not given)
→ 1 | i | -6 | i | i | i | i | i | i | i | 1
> CC(C)(C)NC(=O)CC(c1ccccc1)c1ccccc1O (stereo not given)
→ 3 | i | -15 | i | i | i | i | i | i | i | -9
